MBD2 DNA inh = inhibitors of human MBD2 binding to methylated oligonucleotide; TR-FRET; inhibition, % at 4.4 µM; 370,000 tested, 0.31% active; AID 686964; in the data active = inhibition above about 13%
TCR CD3 inh = blocks the human TCR-CD3 interaction; TAMRA-labeled TCR probe fluorescence, biochemical; inhibition, % at 9.4 µM; 360,000 tested, 0.37% active; in the data active = inhibition above about 19%;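 also: recombinant mutant TCR 2C K166C tagged with TAMRA read by polarization; 0% = receptor in buffer alone and 100% = receptor with positive control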
KLK7 zymogen act = proKLK7 (human) activation, primary screen; purified proKLK7, EDANS-DABCYL substrate fluorescence; 100% is mature enzyme control, 0% vehicle; 370,000 tested, 0.9% active; P49862; activation, % at 7 µM;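 active = activation above the mean of all tested compounds plus 3 SD, computed per campaign excluding outliers beyond control limits, cut at about 13% in these data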
DDE Tn6 FP inh = DD(E)-Tn6 binding inhibition, primary FP screen | Fibrin DD(E) TRITC-Tn6 fluorescence polarization displacement | 370,000 tested, 0.21% active | P02675 | inhibition, % at 8.3 µM;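 active = inhibition above a per-campaign cutoff: mean of compounds within control limits plus 3 SD, cut at about 15% in these data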;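 also: 0% = median of all compound wells on the plate and 100% = blocking peptide control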
Target sequence (P02675 whole entry, looked up): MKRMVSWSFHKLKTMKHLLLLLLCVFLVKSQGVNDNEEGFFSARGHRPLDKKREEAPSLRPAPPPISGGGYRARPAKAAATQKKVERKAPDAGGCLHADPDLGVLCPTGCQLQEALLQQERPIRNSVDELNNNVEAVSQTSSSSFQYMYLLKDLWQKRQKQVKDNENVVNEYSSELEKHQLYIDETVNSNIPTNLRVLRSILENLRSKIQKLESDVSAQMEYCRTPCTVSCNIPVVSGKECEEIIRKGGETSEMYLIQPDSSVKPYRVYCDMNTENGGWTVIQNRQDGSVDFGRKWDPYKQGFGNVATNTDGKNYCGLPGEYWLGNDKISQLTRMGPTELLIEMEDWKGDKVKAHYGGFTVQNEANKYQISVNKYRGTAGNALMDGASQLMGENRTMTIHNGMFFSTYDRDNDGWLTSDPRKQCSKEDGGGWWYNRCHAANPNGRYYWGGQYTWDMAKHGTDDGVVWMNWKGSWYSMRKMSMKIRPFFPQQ
SIAE inh = blocks human sialic acid acetylesterase; Q9HAT2; SIAE FP-Rh probe binding, fluorescence polarization; inhibition, % at 9.66 µM; 370,000 tested, 0.69% active;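 active = inhibition above a cutoff: mean of compounds within the control limits plus 3 SD of those, cut at about 17% in these data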;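 also: 0% = plate median of compound wells and 100% = probe without SIAE protein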
Target sequence (Q9HAT2 whole entry, looked up): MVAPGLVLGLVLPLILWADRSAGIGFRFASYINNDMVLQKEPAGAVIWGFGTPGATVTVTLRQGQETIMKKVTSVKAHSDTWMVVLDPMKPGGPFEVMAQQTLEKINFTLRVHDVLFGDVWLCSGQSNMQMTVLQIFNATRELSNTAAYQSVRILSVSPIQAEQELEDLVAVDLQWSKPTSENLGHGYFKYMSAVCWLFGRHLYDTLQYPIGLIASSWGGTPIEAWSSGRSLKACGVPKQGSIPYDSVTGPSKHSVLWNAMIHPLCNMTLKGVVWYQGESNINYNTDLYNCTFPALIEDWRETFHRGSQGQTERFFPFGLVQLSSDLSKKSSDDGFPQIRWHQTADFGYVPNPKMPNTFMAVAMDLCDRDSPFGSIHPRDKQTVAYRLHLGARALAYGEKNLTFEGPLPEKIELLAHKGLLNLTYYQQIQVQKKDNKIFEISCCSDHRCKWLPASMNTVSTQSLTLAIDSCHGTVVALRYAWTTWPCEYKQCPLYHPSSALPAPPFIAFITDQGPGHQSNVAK
PRMT1 FP inh = blocks human protein arginine methyltransferase 1 | Q99873 | 370,000 tested, 1.3% active | recombinant PRMT1, activity-based probe fluorescence polarization | inhibition, % at 2.79 µM;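 active = inhibition above about 21% made by adding two undisclosed values, limit read from the data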
TDP2 absorb = blocks human TDP2 phosphodiesterase activity. inhibition, % at 12.8 µM. O95551. recombinant TDP2, T5PNP hydrolysis, p-nitrophenol absorbance 415 nm. 370,000 tested, 0.34% active;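 active = inhibition above the mean of all tested compounds plus 3 SD, set per campaign, cut at about 25% in these data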;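 also: 0% = DMSO with enzyme and 100% = buffer with substrate but no TDP2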
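System – recombinant human TDP2 · Amount – 120 nM TDP2 per well · Buffer or medium – Mg2+-containing Tris-HCl buffer, pH 7.5 · Reagent – T5PNP substrate, 5 mM · Dosing – 12.8 µM single point, 1% DMSO · Incubation – 2 h at 37 °C · Measured by – epi absorbance · Read-out basis – percent inhibition · Benchmarks – high control without enzyme, low control DMSO plus TDP2 · Repeats – singlicate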
UHRF1 MBD2 ctr = blocks human UHRF1 binding to methylated DNA; UHRF1 binding to methylated oligo, TR-FRET; inhibition, % at 4.4 µM; 370,000 tested, 0.75% active; in the data active = inhibition above about 21%;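 also: UHRF1 SRA domain binding a hemimethylated CpG hairpin DNA probe; 0% = median of test compound wells and 100% = reference inhibitor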
LEDGF integ inh = blocks HIV-1 LEDGF/p75-dependent DNA integration | TR-FRET IN-LEDGF/p75 DNA integration, Eu/Cy5 | 370,000 tested, 0.64% active | inhibition, % at 3.7 µM | AID 743269;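 active = inhibition above the screen-wide mean plus 3 SD, cut at about 13% in these data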;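 also: signal is the Cy5 over europium emission ratio at 671 and 618 nm; 0% = plate median of compound wells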
Tn7 DDE FP = inhibitors of Tn7 peptide binding to human fibrin DD(E). P02675. FP displacement of FITC-Tn7 peptide from fibrin DD(E); 0% = median of compound wells per plate. inhibition, % at 8.3 µM. 370,000 tested, 0.13% active. AID 720508;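 active = inhibition above the mean of compounds falling within the control limits plus 3 SD of them, cut at about 14% in these data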;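 also: 0% = plate median of compound wells and 100% = 10 µM Aha-Tn7 peptide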
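Test system: human clot-derived fibrin DD(E) complex / Quantity: 2 µM final DD(E) protein / Incubation: 10 min plus 3 h, room temperature / Measured by: fluorescence polarization / Benchmarks: high control of 10 µM Aha-Tn7 peptide / Replicates: singlicate testing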
* = called active by the depositor; x = not tested or not shown.

SMILES	MBD2 DNA inh	TCR CD3 inh	KLK7 zymogen act	DDE Tn6 FP inh	SIAE inh	PRMT1 FP inh	TDP2 absorb	UHRF1 MBD2 ctr	LEDGF integ inh	Tn7 DDE FP
CC1CCCCC1NC(=O)CNC(=O)c1cccs1 (stereo unspecified)	-3	-5	0.0	-5	2	4	-5	5	-3	-2
Cc1cccc(NC(=S)N(CCCN2CCCC2)Cc2cccn2Cc2ccc(Cl)cc2)c1	-2	0	-0.3	-4	6	-2	-10	0	2	-1
CCN(Cc1ccccc1)S(=O)(=O)c1ccc(C(=O)N(CCCN(C)C)c2nc3ccc(F)cc3s2)cc1	2	2	-0.8	-6	6	4	11	5	-1	0
CCN1C(=S)SC(=O)C1=C1C=C(C)N(CCO)C(C)=C1	-6	-3	-0.2	8	0	-1	11	-2	-2	-6
NC(=O)CC(NC(=O)Cc1cccc2ccccc12)c1ccc(NCC2CC2)c([N+](=O)[O-])c1 (stereo unspecified)	6	6	0.2	1	-9	-1	7	1	0	0
CC1CCCN(C(=O)C(Cc2ccccc2)n2cccc2)C1 (stereo unspecified)	1	-8	0.2	-5	2	-2	-1	3	-3	4
CCc1ccccc1NC(=O)COc1cccc(-n2cnnn2)c1	-5	8	-0.8	-1	-2	4	6	-1	3	1
N#Cc1c(NC(=O)COC(=O)c2ccc(O)cc2O)sc2c1CCC2	2	11	0.2	4	-12	-3	8	5	2	5
O=C(Nc1ccc(Br)cc1)O[C@@H]1CC[C@@]23CCCN2C(=O)CCC[C@H]3C1	-2	x	x	0	-2	-1	-8	1	6	-12
CC(C)CCOP(=O)(c1ccc(N(C)C)cc1)C(O)c1ccc(C(C)C)cc1 (stereo unspecified)	-3	-2	-0.6	4	7	-3	3	-1	-4	-6
Cc1ccccc1NC(=O)Cc1nc(COC(=O)/C=C/c2ccccc2)cs1	-1	-3	0.6	-3	-6	-1	-6	2	-2	-2
COC(=O)C1=C(CCc2ccccc2)NC(=O)NC1c1ccc(Cl)cc1 (stereo unspecified)	-2	1	0.2	-10	-3	2	1	0	18*	-2
Cc1cccc(-c2noc(CN(C)S(=O)(=O)c3cc(Cl)ccc3Cl)n2)c1	-1	7	0.1	-2	-10	-1	-11	-2	1	-7
CSc1ncnc2c1ncn2CCCN(C)CCc1ccccn1	5	-1	-0.3	2	7	1	2	-2	-3	5
N#Cc1cc(-c2ccccc2)nc(Oc2ccc(Cl)cc2)n1	5	-12	-0.1	-1	5	1	3	-2	2	1
CCn1c(CNC(=O)COc2ccc(C(C)C)cc2)nnc1SCC(=O)Nc1ccccc1	0	0	0.1	-2	3	0	1	2	-3	8
CCC(C)NS(=O)(=O)c1ccc(OCC(=O)NCc2ccco2)cc1 (stereo unspecified)	-1	1	-0.1	-5	2	0	11	25*	2	-2
Nc1nc2n(n1)C(c1ccco1)CC(c1ccc(F)cc1)N2 (stereo unspecified)	1	-4	0.8	1	1	-4	-4	-2	0	-1
Cc1nn(C)c(C)c1S(=O)(=O)N1CCC(CO)(CC2CCCCO2)CC1 (stereo unspecified)	1	2	-0.1	-5	0	-1	-8	1	3	-2
CCN1C(=O)/C(=C/c2nc3ccccc3c(=O)[nH]2)c2ccccc21	1	-4	-0.2	-10	-3	3	-13	2	-1	-6
Cc1cccc(NC(=O)CSc2ncnc3sc(C)cc23)c1	-2	-2	-0.2	-1	-6	0	-5	3	-4	-1
NC(=O)c1cc(S(=O)(=O)N2CCOCC2)cs1	-4	1	-0.4	8	0	-7	3	-2	1	-9
O=C(O)CCn1c2c(c3ccccc31)CCCC2	4	1	0.9	-3	3	2	3	0	-2	-6
Cc1cc(=O)[nH]c(N/N=C/c2cc(C)n(-c3ccccc3)c2C)n1	1	2	-1.1	-1	8	0	1	-2	0	3
O=C(Nc1ccc(Cl)cc1)Nc1ccc2c(c1)OCO2	0	12	-0.1	-3	2	4	0	7	5	-6

Single records (already shown):
`Cc1cc(=O)[nH]c(N/N=C/c2cc(C)n(-c3ccccc3)c2C)n1` reads MBD2 DNA inh: 1; TCR CD3 inh: 2; KLK7 zymogen act: -1.1; DDE Tn6 FP inh: -1; SIAE inh: 8; PRMT1 FP inh: 0; TDP2 absorb: 1; UHRF1 MBD2 ctr: -2; LEDGF integ inh: 0; Tn7 DDE FP: 3
`Cc1cccc(NC(=S)N(CCCN2CCCC2)Cc2cccn2Cc2ccc(Cl)cc2)c1` reads MBD2 DNA inh: -2; TCR CD3 inh: 0; KLK7 zymogen act: -0.3; DDE Tn6 FP inh: -4; SIAE inh: 6; PRMT1 FP inh: -2; TDP2 absorb: -10; UHRF1 MBD2 ctr: 0; LEDGF integ inh: 2; Tn7 DDE FP: -1

(list continues)
SMILES	MBD2 DNA inh	TCR CD3 inh	KLK7 zymogen act	DDE Tn6 FP inh	SIAE inh	PRMT1 FP inh	TDP2 absorb	UHRF1 MBD2 ctr	LEDGF integ inh	Tn7 DDE FP
O=c1c2ccccc2n(Cc2ccccc2F)c(=O)n1Cc1ccccc1F	7	-4	0.0	3	3	1	3	0	1	-3
c1ccc(OCCN2CCN(C(c3ccccc3)c3ccccc3)CC2)cc1	-1	-11	0.0	-10	1	1	-20	6	2	2
COC(=O)C1C(OC)=CC(=O)C2CCCCC21 (stereo unspecified)	-4	-3	0.6	3	0	6	2	0	-4	-3
COCOCCn1cc(CN2CCS(=O)(=O)N(Cc3ccc(-c4ccc(F)nc4)cc3)C(CC(C)C)C2=O)nn1 (stereo unspecified)	-1	2	1.0	7	4	2	12	-2	3	0
Cc1nnc(SCc2cc(=O)oc3ccc4ccccc4c23)n1Cc1ccccc1	-4	-2	0.9	7	1	8	-1	-2	0	1
COc1ccc(C(=O)Nc2ccc3c(c2)nc2n3CCSC2)cc1	0	-1	-4.5	-3	-9	4	-10	-1	-2	8
COCCn1c(SCC(=O)Nc2cc(C)on2)nc2c(c1=O)SC(C)C2 (stereo unspecified)	-6	-3	0.1	9	7	-5	-14	0	3	4
Cn1c(CO)cnc1S(=O)(=O)Cc1ccc([N+](=O)[O-])cc1	3	4	-0.2	-6	-3	5	7	1	2	1
Cc1ccc(C(C)C)c(OCC(=O)NN=C2CCCC(=O)C2)c1	1	-5	-1.9	10	4	9	-3	-2	-7	8
Cc1cc(C)n(C(=O)Cn2nc(C)c(Cl)c2C)n1	4	-2	0.1	0	-5	1	11	1	-1	2
COc1ccc(NC(=O)CNC(=O)CC23CC4CC(CC(C4)C2)C3)c(OC)c1	4	-10	-0.1	-8	7	9	-16	7	-4	-2
COc1ccc(NC(=O)CSCC(=O)NCCc2ccccn2)cc1	-4	2	-0.6	0	8	5	0	0	-3	0
COc1cc(C(=O)Nc2nc3ccccc3[nH]2)cc(OC)c1OC	0	2	0.4	3	3	0	-1	0	-3	0
CCOC(=O)C1CCCN(C(=O)COc2ccccc2F)C1 (stereo unspecified)	-5	6	0.8	-2	0	-3	4	0	1	-10
O=C(O)Cc1sc(NCc2ccco2)nc1-c1ccccc1	-5	-1	-1.2	-4	3	-2	5	-2	-1	0
NNc1nc(-c2ccccc2)cs1	-3	0	-0.1	3	2	11	-2	-2	12	0
O=C(NCC#CCOCc1ccccc1)c1ccccc1	-4	7	0.4	9	-2	2	10	-1	1	0
Cc1cccnc1CCNC(=O)CCc1nnc(-c2ccccc2)o1	1	-1	-0.1	2	-1	1	9	-3	-1	-5
O=C(CCCOc1ccc(Cl)cc1Cl)Nc1ccccc1C(=O)O	-3	-9	0.5	3	-7	3	10	1	-2	4
CCOCCCNC(=O)c1c[nH]c2c(CC)cccc2c1=O	1	4	0.3	0	-6	-3	-16	2	8	-3
COc1cccc(CNC(=O)CCC2CCCN(C(=O)c3ccc(F)c(Cl)c3)C2)c1 (stereo unspecified)	-8	12	0.5	10	3	-1	-5	-4	0	7
C/C(=N\NC(=O)C(N)=O)c1ccc(OC(F)F)cc1	-6	7	-0.1	-5	1	-2	-10	-2	-1	-9
CCN(CC)S(=O)(=O)c1ccc(NC(=O)COC(=O)c2cnc(C)cn2)cc1	-1	1	0.0	-3	-5	4	0	3	-3	1
CC(=O)N1N=C(c2ccc(Cl)cc2)OC1(C)C	2	7	-0.1	9	3	-1	4	-1	2	1
O=S1(=O)CCOC[C@H](CC2CCCCC2)N1Cc1ccc(Cl)cc1	0	-4	0.7	8	-3	-1	7	-2	0	-4
SMILES	MBD2 DNA inh	TCR CD3 inh	KLK7 zymogen act	DDE Tn6 FP inh	SIAE inh	PRMT1 FP inh	TDP2 absorb	UHRF1 MBD2 ctr	LEDGF integ inh	Tn7 DDE FP
Cc1nn(Cc2ccc(Cl)c(Cl)c2)c(C)c1NC(=O)c1cc(CC(C)C)on1	-1	2	-0.4	8	-6	3	-4	0	-3	-1
c1ccc(Cc2nnc3sc(-c4cccnc4)nn23)cc1	5	2	1.4	6	1	6	6	1	3	1
CCC(=O)c1ccc(OCC(=O)N(CC)CC(=O)Nc2ccccc2OC)cc1	-2	7	-0.4	-2	12	-2	4	-2	-1	0
CCN(CC(=O)Nc1ccc(NC(C)=O)cc1)C(=O)c1ccc(N2CCC(C)CC2)c([N+](=O)[O-])c1	-2	1	-0.1	3	-1	-8	7	-1	3	-6
O=C(N[C@H](C(=O)N1CCC[C@H]1C(=O)NC1CCCC1)C1CCCCC1)C1CCCC1	-5	2	0.2	1	2	0	3	-1	-1	-5
Cc1nc2c(cnn2-c2ccccc2)c(=O)n1/N=C/c1ccccc1	-1	1	0.3	1	2	-5	-15	1	4	0
Cc1ccccc1-c1noc(-c2ccccc2C(=O)N2CCCC2)n1	-1	1	0.3	3	-1	-2	-9	-3	-1	-1
COc1cc(OC)cc(C(=O)Nc2ccc(NC(=O)c3ccco3)c(Cl)c2)c1	-3	5	1.8	-5	-22	2	-4	0	-3	-2
COc1ccc(NC(=O)COc2ccc3oc(=O)cc(C)c3c2)cc1	-3	4	-0.2	7	-7	3	-5	-1	-2	5
CC(=O)c1cccc(NC(=O)C(C)OC(=O)C2CCC2)c1 (stereo unspecified)	-1	7	-0.4	1	1	-2	6	-1	0	2
O=C(COC(=O)c1cc(Cl)ccc1[N+](=O)[O-])Nc1cccc2ccccc12	-2	3	0.3	-5	16	0	4	2	2	-4
Cc1ccc(C(=O)N2CCN(Cc3ccccc3)CC2)cc1S(=O)(=O)N1CCOCC1	5	3	-0.4	-1	8	4	-1	0	0	-8
C#Cc1ccc([C@H]2C=C(C(=O)O)O[C@@H](OCc3ccc(CO)cc3)C2)cc1	-1	1	0.6	-7	-4	1	3	2	3	1
Cn1c(=O)c2cc(NC(=O)CCc3ccc4c(c3)OCO4)ccc2n1Cc1ccc(F)cc1	-2	4	32*	8	2	-4	9	0	0	-1
CCNc1nc(NCC)nc(N/N=C/c2ccc(N(C)C)cc2)n1	-5	-7	-0.5	8	1	2	8	0	1	4
CCOc1ccc(NS(=O)(=O)c2cc(NC(=O)CCC(=O)c3cccs3)ccc2Cl)cc1	2	5	-0.7	-5	-110	1	1	0	1	-8
CCOC(=O)[C@]12CCCCC/C=C\1N(CCc1ccc(Cl)cc1)C(=O)[C@H]2CC(=O)NCCc1ccccc1OC	3	x	-0.2	-9	0	2	3	-2	18*	3
CCn1c2ccccc2c2cc(NC(=O)c3cccc([N+](=O)[O-])c3)ccc21	1	-3	-0.8	-14	8	1	4	-4	-2	-4

Bioassay records from PubChem.
